CBFb-RUNX1 inh – qHTS Assay for Compounds Blocking the Interaction Between CBF-beta and RUNX1 for the Treatment of Acute Myeloid Leukemia. Runt-related transcription factor 1 (Homo sapiens) + Core-binding factor subunit beta …. AlphaScreen CBFb-His/RUNX1-biotin binding, biochemical. Potency, µM (highest dose often 59.8 µM), for inactives: at the highest dose activity, negative = inhibition, most hits filed as inhibitors. 230,000 tested, under 10 active. AID 1477, 2009; further: % of control where 0% means no effect
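AlphaScreen proximity signal reports loss of binding between His-tagged CBF-beta and biotin-labelled RUNX1, each at 30 nM. Proteins are pre-associated for 20 minutes, compounds added for 15 minutes, then beads for 90 minutes, all at ambient temperature.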
NPSR antagonist – qHTS Assay for Antagonists of the Neuropeptide S Receptor: cAMP Signal Transduction | CHO-NPSR cells, cAMP TR-FRET, antagonist mode | Q6W5P4 | 1% of 220,000 active | Potency, µM (series often up to 38.3 µM), for inactives: at the highest dose activity change, negative = inhibition, hits mostly inhibitors; further: potency means the concentration at half of the fitted maximal effect; on the % scale 0 is the no-effect control and ±100 the full control effect; nearly all actives have a fitted effect of over 50% in size; many of its hits are not listed in these tables
Target sequence (Q6W5P4 whole entry, looked up): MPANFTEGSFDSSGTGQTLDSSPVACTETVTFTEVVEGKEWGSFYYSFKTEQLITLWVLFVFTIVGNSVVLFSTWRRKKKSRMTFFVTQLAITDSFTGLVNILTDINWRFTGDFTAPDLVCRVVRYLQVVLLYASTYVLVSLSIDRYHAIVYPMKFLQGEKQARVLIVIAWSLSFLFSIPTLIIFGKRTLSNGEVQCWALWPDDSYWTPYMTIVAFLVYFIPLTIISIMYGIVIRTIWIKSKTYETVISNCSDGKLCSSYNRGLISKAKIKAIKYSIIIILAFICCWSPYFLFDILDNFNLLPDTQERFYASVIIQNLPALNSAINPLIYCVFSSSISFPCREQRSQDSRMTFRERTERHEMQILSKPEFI
Tau FP inhib – qHTS for Inhibitors of Tau Fibril Formation, Fluorescence Polarization; K18 P301L tau heparin fibrillization, Alexa594 FP, 6 h; Potency, µM (titrated, usually from 57.7 µM), for inactives: at the top dose activity, negative = inhibition, usual class: inhibitors; 0.39% of 280,000 active; AID 1468, 2008; Microtubule-associated protein tau (Homo sapiens), P10636; further: potency means the concentration at half of the fitted maximal effect; on the % scale 0 is the no-effect control and ±100 the full control effect; nearly all actives have a fitted effect of over 55% in size
Target sequence (P10636 561-689 P618L limits assumed): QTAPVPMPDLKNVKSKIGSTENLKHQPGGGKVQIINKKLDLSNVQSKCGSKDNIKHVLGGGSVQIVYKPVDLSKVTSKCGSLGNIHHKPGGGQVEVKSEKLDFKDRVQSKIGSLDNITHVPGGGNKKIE
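Recombinant K18 P301L […], labeled with Alexa 594 at 0.24 uM over 15 uM unlabeled; heparin inducer 20 uM final; 37 C, 6 hr; FP endpoint.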
TR SRC2 fluor cs – Total Fluorescence Counterscreen for Inhibitors of the Interaction of Thyroid Hormone Receptor and Steroid Receptor Coregulator 2. TRb/SRC2 Texas Red total fluorescence interference. AID 1479, 2009. 0.29% of 280,000 active. Potency, µM (titrated, usually from 106 µM), for the others: top-dose fluorescence change, negative = quenching; active means well fitted curve in either direction with a large enough effect; inconclusive means small, poorly fitted or top-dose-only effect; further: potency means the concentration at half of the fitted maximal effect; on the % scale 0 is the no-effect control and ±100 the full control effect
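Flags fluorescent or light-absorbing compounds by total fluorescence, S + 2P, at 555 nm excitation and 632 nm emission. Mixture: 20 nM Texas Red SRC2 peptide, 0.6 uM human TRb LBD, 1 uM T3, 5% DMSO; compound exposure 5 h at ambient temperature.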
TRb-SRC2 inh – qHTS for Inhibitors of the Interaction of Thyroid Hormone Receptor and Steroid Receptor Coregulator 2. Potency, µM (top dose mostly 106 µM), for the others: at the top dose activity change, negative = inhibition, actives largely listed as inhibitors. TRbeta-SRC2 peptide binding, fluorescence polarization; receptor liganded with 1 µM T3. Thyroid hormone receptor beta (Homo sapiens), P10828. 0.065% of 280,000 active;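 further: potency means the concentration at half of the fitted maximal effect; plate controls were bound peptide for no effect and peptide without receptor for full effect; nearly all actives have a fitted effect of over 50% in size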
Target sequence (P10828 whole entry, looked up): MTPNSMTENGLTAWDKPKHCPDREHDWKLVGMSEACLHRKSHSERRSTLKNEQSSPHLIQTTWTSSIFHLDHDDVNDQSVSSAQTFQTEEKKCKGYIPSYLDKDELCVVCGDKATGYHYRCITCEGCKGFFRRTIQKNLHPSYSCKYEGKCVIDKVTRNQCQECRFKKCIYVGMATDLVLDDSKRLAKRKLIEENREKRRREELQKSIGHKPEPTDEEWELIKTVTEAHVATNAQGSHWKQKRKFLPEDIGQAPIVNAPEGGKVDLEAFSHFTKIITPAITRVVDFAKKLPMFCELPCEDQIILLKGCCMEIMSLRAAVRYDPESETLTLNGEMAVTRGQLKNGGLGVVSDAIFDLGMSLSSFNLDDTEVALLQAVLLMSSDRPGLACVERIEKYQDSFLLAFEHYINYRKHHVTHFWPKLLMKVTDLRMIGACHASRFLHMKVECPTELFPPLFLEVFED
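TRb LBD 0.6 uM + Texas Red SRC2 peptide 20 nM, 1 uM T3, Tris buffer w/ 5% DMSO; compound pinned, 5 h RT; FP read ex 555/em 632; normalized to unbound and bound controls.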
GLA spleen mod – qHTS Assay for Inhibitors and Activators of Human alpha-Galactosidase From Spleen Homogenate; human spleen homogenate, 4MU-alpha-Gal fluorescence, 40 min; 0.008% of 240,000 active; Potency, µM (top dose mostly 80 µM), for inactives: at the top dose activity change, negative = inhibition, hits mostly inhibitors; Alpha-galactosidase A (Homo sapiens), P06280;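 further: potency means the concentration at half of the fitted maximal effect; 0% = enzyme with vehicle and -100% = no enzyme basal signal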
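Spleen homogenate 1 ug + cpd (titration) + 4-MU-alpha-D-galactopyranoside 1 mM; 37C 40 min; 50 mM citrate/phosphate pH 5.0, 0.01% Tween-20; stop pH 10; fluorescence 365/440; AC50 via Hill.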
Epigenetic reg – Quantitative High-Throughput Screen for Regulators of Epigenetic Control. murine LDR cells, GFP reporter derepression, 30 h. Potency, µM (series often up to 53.9 µM), inactives show at the top dose GFP activation, usual class: activators. 0.2% of 280,000 active. AID 1865, 2009; further: potency means the concentration at half of the fitted maximal effect; % of control where 0% means no effect; nearly all actives have a fitted effect of over 60% in size
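Murine LDR cells bearing a silenced CMV-driven GFP reporter were exposed to compound for 30 h at 37 C. After PBS washes, GFP-positive cells (20-120 um objects) counted by laser-scanning microplate cytometry.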
Tau fluor cs – Counterscreen qHTS for Inhibitors of Tau Fibril Formation, Fluorescence Polarization | Potency, µM (series often up to 57.7 µM), for the others: at the top dose activity change, negative = decrease | 0.93% of 280,000 active | tau K18 P301L Alexa594 fluorescence, heparin fibrillization; further: potency means the concentration at half of the fitted maximal effect; on the % scale 0 is the no-effect control and ±100 the full control effect; nearly all actives have a fitted effect of over 55% in size
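Human tau K18 P301L (15 uM unlabeled, 0.24 uM Alexa 594-labeled) in 100 mM sodium acetate pH 7 with 20 uM heparin, 6 hr at 37 C. ThT 30 uM added, 1 hr ambient; Alexa 594 FP and total fluorescence read at 555/632 nm.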
* hit, by the source's call; ? = inconclusive; . = no result given; [ ] = another dose, or the depositor's remark. Unless noted, the call rests on the fitted dose curve; in most records, active means well fitted curve in the direction sought with a large enough effect; inconclusive means small, poorly fitted or top-dose-only effect, or another doubt; inactive means no such curve, though single readings can be large; an effect the other way counts as inactive or inconclusive.

Structure | CBFb-RUNX1 inh | NPSR antagonist | Tau FP inhib | TR SRC2 fluor cs | TRb-SRC2 inh | GLA spleen mod | Epigenetic reg | Tau fluor cs
C=CCn1c(C)cc(C(=O)Cn2c(C(C)O)nc3ccccc32)c1C (stereo not given) | -12.1% | 0.3% | -3.3% | 2.0% | 1.3% | 3.5% | -1.4% | 8.2%
O=C(NC1CCCCCCC1)c1c(O)c2ccccc2[nH]c1=O | 8.5% | 8.2%[46.1 µM] | 4.2% | -2.6% | -3.1% | -3.3% | 0.0% | -6.3%
COc1ccc(N2CCN(C(=O)CNC(=O)Cn3c(C)cc4ccccc4c3=O)CC2)cc1 | 3.0% | -10.2%[46.1 µM] | -2.0% | 2.1% | -2.2% | 4.5% | -0.3% | -6.0%
CCc1ccccc1NC(=O)C1CCN(S(=O)(=O)c2ccc3[nH]c(=O)ccc3c2)CC1 | . | . | 2.7% | 5.2% | -4.8% | . | 1.4% | 1.5%
O=C(NNc1nc(-c2ccccc2)c2cc(Br)ccc2n1)c1ccc(S(=O)(=O)N2CCOCC2)cc1 | ? | -4.1% | -0.6% | 1.1% | -8.0% | -10.7% | -1.5% | ?
FC(F)(F)c1cc(-c2cccs2)nc2nc(N3CCOCC3)sc12 | ? | -29.2% | 2.1% | 1.3% | -2.5% | 6.1% | 12.3% | 3.1%
CCOC(=O)c1cc(C)[nH]c(=S)c1C#N | -2.6% | -2.6%[46.1 µM] | -1.6% | -0.7% | -6.8% | 7.9% | -0.9% | -7.2%
Cc1cccc(/C=N/Nc2nncc3ccccc23)c1 | -5.7% | -24.6% | 0.2% | -3.2% | 1.8% | 0.5% | -1.4% | -25.5%
Cc1[nH]n(-c2ccccc2)c(=O)c1C=NCC1CCCO1 (stereo not given) | 9.3% | 6.0% | 5.9% | 0.8% | -4.1% | 7.3% | 3.1% | -5.9%
O=C(O)CC/C(=N/NC(=O)c1cn(-c2ccccc2)nc1-c1ccccc1)C(=O)O | 0.3% | 8.7% | 4.4% | -0.8% | -10.7% | 19.0% | -1.8% | -24.8%
CC1CCN(CCCNC(=O)c2ccc(CSCc3cccc(Cl)c3)o2)CC1 | -1.8% | 4.5%[46.1 µM] | -6.2% | 0.5% | -0.7% | -3.7% | -0.2% | -10.4%
CCCn1c(=O)[nH]c(=O)c2c(C(F)(F)F)cc(-c3ccc(C)cc3)nc21 | -5.9% | -14.2% | 3.5% | -1.6% | -2.3% | 0.3% | -3.3% | -2.7%
CN(C)c1cccc(C(=O)NNC(=S)NC2CC3CCC2C3)c1 (stereo not given) | 3.0% | -3.8% | 7.4% | 0.3% | 0.3% | 5.7% | -1.5% | -4.4%
COc1ccc(NC(=O)CCCc2nc(-c3ccco3)no2)c(OC)c1 | . | . | 2.2% | 7.7% | -6.6% | . | 1.6% | -13.8%
CCOC(=O)C1CCCN(C(=O)/C=C/c2cc(OC)c(OC)c(OC)c2)C1 (stereo not given) | 12.3% | -9.4% | 0.2% | -4.0% | -0.8% | 2.3% | -0.1% | -0.6%
Cc1c(-n2c(O)c(C3=c4ccccc4=NC3=O)sc2=O)c(=O)n(-c2ccccc2)n1C | -9.1% | -12.6% | 1.6% | 0.7% | 5.7% | -5.2% | -4.2% | -1.2%
O=C(NCc1ccco1)[C@@H]1CSC2c3ccccc3C(=O)N21 (stereo not given in full) | -17.0% | -5.1%[46.1 µM] | -2.6% | 1.4% | 0.5% | -9.6% | -1.0% | -2.8%
COc1ccc(C2=CSC(/N=C/c3ccc(F)cc3)=NN2)cc1 | -11.0% | -23.9%[46.1 µM] | -3.7% | -2.7% | -8.7% | -8.3% | -1.2% | ?
CC(C)c1ccc(CNC(=O)CSCC(=O)Nc2ccc3ccccc3c2)cc1 | -0.6% | -17.9%[46.1 µM] | -3.7% | -1.8% | 1.2% | -15.9% | 0.0% | -10.2%
Cc1cc(NC(=O)CSc2nc3c(c(-c4cccnc4)c2C#N)CCC3)no1 | 6.4% | ? | -6.0% | -4.7% | -4.6% | -3.9% | 2.4% | -5.9%

Individual results from above.
Result of CC1CCN(CCCNC(=O)c2ccc(CSCc3cccc(Cl)c3)o2)CC1 in NPSR antagonist: 4.5%[46.1 µM]
Result of Cc1[nH]n(-c2ccccc2)c(=O)c1C=NCC1CCCO1 (stereo not given) in TR SRC2 fluor cs: 0.8%

Other structures follow.
SMILES | CBFb-RUNX1 inh | NPSR antagonist | Tau FP inhib | TR SRC2 fluor cs | TRb-SRC2 inh | GLA spleen mod | Epigenetic reg | Tau fluor cs
Cc1nn(CC(=O)NCCCc2ccccc2)c(C)c1[N+](=O)[O-] | 6.6% | 1.2% | -0.4% | -0.5% | -4.4% | 1.9% | -0.1% | -2.7%
CC1Cc2ccccc2N1C(=O)CCNS(=O)(=O)c1cccc2nsnc12 (stereo not given) | -1.9% | -12.3%[46.1 µM] | -2.6% | -0.5% | 2.1% | 0.5% | 1.0% | -1.5%
COC(=O)c1ccccc1NC(=O)c1cc2ncc(Br)cn2n1 | 3.7% | -20.2%[46.1 µM] | -1.3% | -2.0% | -15.3% | 10.5% | 0.0% | -3.7%
CCCN(CCC)CCCNC(=O)CN1C(=O)CSc2ccc(S(=O)(=O)N3CCOCC3)cc21 | 6.0% | 11.3% | -3.9% | 0.6% | 1.3% | 1.5% | -8.0% | -7.0%
CCOC(=O)C1CCN(S(=O)(=O)c2cc(-c3onc(C)c3C)ccc2C)CC1 | . | . | 7.8% | 0.1% | 0.2% | . | 1.9% | -22.4%
Cc1cccc(C(=O)NNC(=O)C(=O)NC(C)(C)C)c1 | -0.1% | -1.7%[46.1 µM] | 6.9% | -4.1% | 4.4% | -1.0% | -1.1% | 3.6%
Cc1ccc(-c2csc(NC(=O)c3ccc(-c4ccccc4)cc3)n2)o1 | -21.0% | -11.1%[46.1 µM] | -2.4% | 1.2% | -9.1% | -8.4% | -0.8% | -17.0%
CC(=O)Nc1ccc(C(=O)N/N=C/c2ccncc2)cc1 | 0.0% | 2.2% | -7.9% | -3.6% | 5.6% | -7.1% | -0.4% | -9.0%
Cc1cc(C)c2c(C)c(C(=O)Nc3c(C)n(C)n(-c4ccccc4)c3=O)oc2c1 | -0.9% | 2.4% | -3.4% | -2.5% | 6.7% | 4.7% | 1.6% | -3.7%
CC(C)CC(=O)Nc1ccccc1-c1nnn(CC(=O)N2CCOCC2)n1 | 6.9% | -4.7%[46.1 µM] | 5.4% | -0.3% | -3.8% | -3.4% | 0.9% | 8.7%
CC(=O)N/N=C/C1=CCC2CC1C2(C)C (stereo not given) | -11.6% | 0.9% | -11.7% | -6.2% | -4.2% | 3.4% | -0.4% | -1.6%
COc1ccccc1C1C(C(N)=O)=C(C)Nc2nc(-c3ccc(Cl)cc3)nn21 (stereo not given) | 1.8% | -7.9%[46.1 µM] | 9.6% | -6.3% | -7.5% | -1.5% | 0.0% | -11.2%
Cc1ccc(NC(=O)CN(C)C(=O)C2COc3ccccc3O2)cc1 (stereo not given) | 4.1% | 10.4% | -0.6% | 0.0% | -3.7% | 2.4% | 0.5% | -12.6%
COc1ccc(-c2c3c(cc(C)[n+]2[O-])oc2ccc(OC)cc23)cc1 | 0.9% | -0.7% | 1.6% | 0.7% | -6.9% | 7.4% | -1.8% | 1.3%
CC1CCN(CCCCOc2ccccc2[N+](=O)[O-])CC1 | 5.6% | 1.0%[46.1 µM] | -12.5% | -0.1% | -15.2% | -11.7% | -0.1% | -9.0%
COc1ccc(-c2nn(-c3ccccc3)cc2CN2CCCO2)c(F)c1 | 6.8% | 23.7% | -9.2% | 2.8% | -4.5% | 3.5% | -0.2% | -3.5%
O=C(Nc1ccc(Cl)cc1)Nc1nnc(CSCc2ccccc2)s1 | -1.1% | 23.1% | ? | 1.3% | 7.2% | -5.2% | -1.0% | -14.8%
CCCOC(=O)c1c(NC(=O)c2cnn3c2NC(c2ccccc2)CC3C(F)(F)F)sc2c1CCCC2 (stereo not given) | -2.8% | -10.6%[46.1 µM] | 3.3% | 1.9% | -3.9% | 7.7% | 0.0% | -12.3%
CCc1ccccc1NC(=O)CC1Sc2ccc(C(F)(F)F)cc2NC1=O (stereo not given) | . | . | -9.4% | -1.8% | 5.5% | . | -0.1% | 5.1%
CCCCCCN(C(=O)CCl)c1ccccc1 | 9.5% | -38.9% | 16.4% | -2.0% | -5.5% | 5.3% | -4.2% | -3.6%
Cn1c(=O)n(CCc2ccccc2)c(=O)c2c1nc1n2CCN1c1ccc(Cl)cc1 | . | . | -4.2% | 5.7% | 7.3% | . | 0.0% | -0.4%

A different layout for 2 compounds above.
smiles: O=C(NNc1nc(-c2ccccc2)c2cc(Br)ccc2n1)c1ccc(S(=O)(=O)N2CCOCC2)cc1
  CBFb-RUNX1 inh: ?; NPSR antagonist: -4.1%; Tau FP inhib: -0.6%; TR SRC2 fluor cs: 1.1%; TRb-SRC2 inh: -8.0%; GLA spleen mod: -10.7%; Epigenetic reg: -1.5%; Tau fluor cs: ?

smiles: Cc1c(-n2c(O)c(C3=c4ccccc4=NC3=O)sc2=O)c(=O)n(-c2ccccc2)n1C
  CBFb-RUNX1 inh: -9.1%; NPSR antagonist: -12.6%; Tau FP inhib: 1.6%; TR SRC2 fluor cs: 0.7%; TRb-SRC2 inh: 5.7%; GLA spleen mod: -5.2%; Epigenetic reg: -4.2%; Tau fluor cs: -1.2%

Assay outcomes from PubChem BioAssay.

Only part of the results is shown (hit frequency here may not be typical).
